FUS suppressor: qHTS for Suppressors of FUS Proteinopathy: Primary screen using FUS-linked yeast assay | Potency, µM (highest dose often 76.6 µM), for the others: top-dose growth rescue (activation), most hits filed as activators | 0.24% of 390,000 active | S. cerevisiae FUS-expressing, growth rescue, OD600, 24 h;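 further: potency means the concentration at half of the fitted maximal effect; plate controls were DMSO vehicle for no effect and reference control for full effect; nearly all actives have a fitted effect of over 55% in size; some results filed as inactive show a strong effect at the top dose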
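Toxicity suppression screen in FUS-yeast. Cells induced with 2% galactose, starting OD 0.005, treated 24hr at 30C with compounds at multiple final concentrations; growth by OD600.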
Abeta yeast res: qHTS for compounds that reverse cellular toxicity of Amyloid beta (A-beta) peptide in yeast: Primary Screen. yeast expressing A-beta42, growth rescue, OD600, 48 h; response scale: 0% DMSO, 100% iron-clioquinol control. Potency, µM (doses to about 46.1 µM), without a hit: at the top dose growth rescue, usual class: activators. 0.063% of 410,000 active; further: potency means the concentration at half of the fitted maximal effect; nearly all actives have a fitted effect of over 55% in size
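Yeast growth medium received pinned compounds, then yeast cells expressing toxic A-beta were added; plates incubated at 30 C for 48 hr. Growth read as absorbance at 600 nm, normalized to DMSO and equimolar FeCl3 plus clioquinol controls.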
EPAC1 antag: qHTS for Antagonist of cAMP-regulated guanine nucleotide exchange factor 3 (EPAC1): primary screen; 0.14% of 360,000 active; AID 720709, 2013; Rap guanine nucleotide exchange factor 3 (Homo sapiens), O95398; Potency, µM (highest dose often 115 µM), without a hit: at the top dose activity change, negative = inhibition, most hits filed as inhibitors; EPAC1 GEF assay, Rap1b-BODIPY-GDP exchange fluorescence;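 further: potency means the concentration at half of the fitted maximal effect; plate controls were vehicle for no effect and positive control for full effect; nearly all actives have a fitted effect of over 50% in size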
WRN helicase inh: qHTS for Inhibitors of WRN Helicase; 0.46% of 360,000 active; WRN helicase unwinding, fluorescent forked duplex, kinetic; Bifunctional 3'-5' exonuclease/ATP-dependent helicase WRN (Homo sapiens), Q14191; Potency, µM (series often up to 114 µM), for the others: top-dose activity change, negative = inhibition, actives largely listed as inhibitors; AID 651768, 2012; further: potency means the concentration at half of the fitted maximal effect; on the % scale 0 is the no-effect control and ±100 the full control effect; nearly all actives have a fitted effect of over 55% in size
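Kinetic red-fluorescence monitoring (525/598 nm) tracks WRN helicase activity after 100 nM fluorophore-quencher forked duplex and 2 mM ATP are added to 20 nM enzyme pretreated 15 min at room temperature with compound.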
IL-2 act: qHTS of IL-2 Activators. IL-2 activation reporter assay, cell-based qHTS; stimulated with anti-CD3/CD4/CD28 beads; in transgenic mouse T cells. 0.065% of 360,000 active. activation, % (series mostly up to about 46 µM); in the data active means activation above about 50%; inconclusive means mostly about 30% to 49%; further: 0% is about no effect
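Unstimulated transgenic mouse T cells; 60-min compound exposure; bead-based TCR/CD4/CD28 stimulation; 18 h culture, 37 degrees C; dual fluorescence (EGFP, DsRed) plate cytometry.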
EPAC1 agonist: qHTS for Agonist of cAMP-regulated guanine nucleotide exchange factor 3 (EPAC1): primary screen | EPAC1 agonist qHTS, biochemical assay; response scale: 100% = response to 6.5 mM cAMP | Potency, µM (highest dose often 154 µM), for the others: at the top dose activation, hits mostly activators | 0.073% of 360,000 active | AID 720707, 2013; further: potency means the concentration at half of the fitted maximal effect; nearly all actives have a fitted effect of over 60% in size
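Fluorescent GDP-exchange assay: 100 nM EPAC1 with 250 nM Rap1B preloaded with BODIPY-GDP and 50 uM GDP; compounds tested as concentration series, 5 min at room temperature, then read every 5 min for 30 min (ex 480/em 540 nm); normalized to 6.5 mM cAMP.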
PI5P4K alpha inh: qHTS for Inhibitors of phosphatidylinositol 5-phosphate 4-kinase (PI5P4K) | Phosphatidylinositol 5-phosphate 4-kinase type-2 alpha (Homo sapiens), P48426 | PI5P4Kalpha enzyme, ADP-Glo luminescence, 60 min; hits give low values | max response, % | 1.2% of 330,000 active | AID 652105, 2013; active means max response of -50% or lower; inconclusive means between -30% and -50%; inactive means -30% or higher; further: value at the top dose of about 77 µM; on the % scale 0 is the no-effect control and ±100 the full control effect
Target sequence (P48426 whole entry, looked up): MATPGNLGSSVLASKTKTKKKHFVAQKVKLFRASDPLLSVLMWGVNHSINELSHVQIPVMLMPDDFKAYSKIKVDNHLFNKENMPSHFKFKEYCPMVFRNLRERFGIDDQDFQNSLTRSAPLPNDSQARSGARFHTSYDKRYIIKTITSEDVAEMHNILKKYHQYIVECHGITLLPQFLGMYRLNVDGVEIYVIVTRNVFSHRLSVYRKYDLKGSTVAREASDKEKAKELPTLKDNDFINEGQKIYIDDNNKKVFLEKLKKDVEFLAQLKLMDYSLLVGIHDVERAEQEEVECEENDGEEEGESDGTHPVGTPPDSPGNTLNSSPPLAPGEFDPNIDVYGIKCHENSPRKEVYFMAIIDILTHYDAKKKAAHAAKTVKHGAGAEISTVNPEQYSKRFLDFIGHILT
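ADP-Glo luminescence end-point after a 60 min room-temperature kinase reaction. PI5P4Kalpha and substrate in HEPES pH 7.4 buffer with EGTA, 0.1% CHAPS and 5% DMSO; ATP at 5 microM final.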
PLK1 PBD block: qHTS for Inhibitors of PLK1-PDB (polo-like kinase 1 - polo-box domain): Primary Screen | 2.8% of 360,000 active | Potency, µM, for the others: max response, negative = inhibition, actives largely listed as inhibitors | Plk1 PBD binding of FITC phosphopeptide, fluorescence polarization; further: potency means the concentration at half of the fitted maximal effect; series mostly up to about 57 µM; on the % scale 0 is the no-effect control and ±100 the full control effect; nearly all actives have a fitted effect of over 65% in size
Target sequence (P53350 whole entry, looked up, the tested form may be a part): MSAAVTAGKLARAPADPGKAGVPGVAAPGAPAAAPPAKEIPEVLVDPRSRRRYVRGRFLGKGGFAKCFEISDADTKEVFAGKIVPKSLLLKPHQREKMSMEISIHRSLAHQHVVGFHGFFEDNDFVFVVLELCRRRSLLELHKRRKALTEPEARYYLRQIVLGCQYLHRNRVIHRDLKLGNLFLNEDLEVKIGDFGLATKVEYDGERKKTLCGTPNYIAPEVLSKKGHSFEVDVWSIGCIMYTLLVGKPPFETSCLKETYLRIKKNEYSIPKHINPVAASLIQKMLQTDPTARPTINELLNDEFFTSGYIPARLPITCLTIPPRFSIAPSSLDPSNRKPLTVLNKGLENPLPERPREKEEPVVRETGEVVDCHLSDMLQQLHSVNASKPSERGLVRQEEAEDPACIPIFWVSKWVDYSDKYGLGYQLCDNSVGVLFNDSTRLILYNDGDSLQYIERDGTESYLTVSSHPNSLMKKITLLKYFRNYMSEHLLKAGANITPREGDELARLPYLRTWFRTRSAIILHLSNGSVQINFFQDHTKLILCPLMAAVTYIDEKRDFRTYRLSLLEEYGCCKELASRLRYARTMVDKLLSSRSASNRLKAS
* hit, by the source's call; ? = inconclusive; . = no result given; [ ] = dose if it differs, or a comment. Unless noted, the call rests on the fitted dose curve; in most records, active means well fitted curve in the direction sought with a large enough effect; inconclusive means small, poorly fitted or top-dose-only effect, or another doubt; inactive means no such curve, though single readings can be large; an effect the other way counts as inactive or inconclusive.

SMILES	FUS suppressor	Abeta yeast res	EPAC1 antag	WRN helicase inh	IL-2 act	EPAC1 agonist	PI5P4K alpha inh	PLK1 PBD block
CCOC(=O)C1=C(C)NC(C)=C(C(=O)OCC)C1C(=O)OCC(=O)N1CCCCC1C (centres undefined)	-2%	-7%	1%	1%	1.5	9%	2	0%
CC[C@@H]1C/C=C\Cc2ccccc2[C@@H](C(=O)C[C@@H](O)CC(C)=O)OC1=O	-8%	8%	-13%	0%	0.5	-6%	-5	-3%
CN(CC(=O)NCc1ccc2c(c1)OCO2)S(=O)(=O)c1ccc(Cl)cc1	-8%	-4%	-1%	1%	-0.1	6%	-3	?
COc1ccc(-n2nc(C(=O)NCC(=O)NCc3ccco3)c3ccccc3c2=O)cc1	12%	0%	-3%	5%	-2.1	6%	0	-4%
Cc1nn(C)c(Cl)c1S(=O)(=O)N[C@@H](c1ccccc1)[C@]1(C)C[C@H]1[C@@H](C)C(=O)Nc1ccc2ccccc2c1	?	-1%	-7%	-2%	-4.2	10%	8	3%
O=C(C[n+]1ccsc1)c1ccccc1	20%	-5%	17%	-5%	-0.7	-2%	1	-7%
COc1ccccc1S(=O)(=O)Nc1cccc(S(=O)(=O)N2CCCC2)c1	15%	3%	-13%	-21%	-0.2	4%	1	-20%
CCCCN(C(=O)c1ccc(NC(=O)C(C)C)cc1)c1ccccc1	23%	14%	-13%	-3%	-3.4	0%	1	-7%
CC(=O)Nc1ccc(OC(=O)Cc2ccc(Cl)cc2)cc1	-8%	-4%	18%	13%	-1.7	-6%	2	1%
C=CCc1ccc(OCCOc2cccc3ccc(C)nc23)c(OC)c1	30%	-1%	-1%	-25%	-0.3	11%	.	-1%
Cc1[nH]c2ccccc2c1C(=O)C(=O)Nc1ccc2c(c1)OCO2	3%	.	?	-7%	1.0	4%	13	-8%
Cc1cccc(C)c1NC(=O)CSc1nnc(NC(=O)C2CC2)s1	5%	-12%	-4%	-9%	-0.8	4%	6	9%
Cc1ccc(C(=O)NCCSc2ccccc2)cc1S(=O)(=O)Nc1ccccc1	29%	15%	-5%	-12%	-0.2	20%	.	-5%
COc1cc(Cl)cc(NC(=O)CCN2CCN(C)CC2)c1	18%	26%	9%	6%	4.4	-3%	.	-1%
COC(=O)c1cc(Cl)c(NC(=O)Cc2ccccc2)cc1OC	3%	19%	10%	5%	-1.0	-4%	3	-12%
CCS(=O)(=O)Nc1ccc(Cc2ccc(NS(=O)(=O)CC)cc2)cc1	29%	-2%	-6%	1%	-2.9	-1%	.	-14%
O=C(CCN1C(=O)/C(=C/c2ccc(F)cc2)SC1=S)N[C@@H](CO)Cc1ccccc1	1%	1%	-25%	1%	-0.8	-5%	13	-5%
O=C(NCCC1=CCCCC1)C1CCN(C(=O)Nc2ccccc2)CC1	18%	-3%	-10%	-5%	-2.6	5%	.	-6%
CCOc1ccc(C(=O)CCC(=O)N2CCN(c3ncccn3)CC2)cc1	11%	-21%	-20%	-1%	-5.4	4%	-5	10%
N#Cc1nc(COc2ccccc2)oc1N1CCCCC1	4%	16%	-10%	5%	1.9	13%	0	-9%
COC(=O)c1cn(CCOc2ccccc2OC)c2ccccc12	20%	3%	-4%	-1%	-0.1	10%	0	-2%
O=C(COC(=O)c1cc([N+](=O)[O-])ccc1NCCO)c1ccc(Cl)cc1	17%	-17%	-6%	-26%[57.1 µM]	-0.7	2%	4	0%
CC(=O)NCc1ccc(C(=O)CCl)s1	45%	-36%	-2%	-13%	-0.6	4%	-9	6µM*
O=C(COC(=O)CCCOc1ccc(Cl)cc1Cl)NCc1ccccc1	.	0%	-5%	-9%	-0.7	1%	23	-5%
Cc1noc(C)c1S(=O)(=O)NCC(=O)O	.	-4%	?	-25%	-5.8	-5%	-1	-15%
Cc1ccc(S(=O)(=O)N2CCN(S(=O)(=O)c3ccccc3Br)CC2)cc1	0%	6%	5%	-3%	-0.3	8%	-5	-6%
COc1ccc(S(=O)(=O)N2CCOCC2)cc1NC(=O)CN1CCC(Cc2ccccc2)CC1	.	23%	-5%	-8%	0.4	8%	7	-4%
NC1=NC(=O)C(CC(=O)NCc2ccccc2)S1 (centres undefined)	.	-19%	?	-21%	-1.8	-1%	1	-18%
O=C(Nc1ccc(S(=O)(=O)N2CCCCC2)cc1)c1cnccn1	0%	-3%	6%	0%	-0.1	0%	-3	-7%
COc1ccccc1C(=O)C1CCCN(Cc2cccc3nccnc23)C1 (centres undefined)	6%	2%	-14%	4%[57.1 µM]	-1.7	0%	1	6%
O=C(CSc1nc2ccccc2c(=O)n1Cc1ccco1)c1ccccc1	14%	11%	7%	-4%	-4.4	9%	.	-8%
O=C(O)C1CCCCC1C(=O)Nc1ccc(F)c(F)c1 (centres undefined)	16%	1%	4%	-6%[57.1 µM]	-1.7	-12%	27	6%
CCn1c(SCC(=O)c2ccc(Cl)cc2)nnc1-c1ccoc1C	19%	-22%	-4%	6%[57.1 µM]	-2.7	2%	-13	-19%
CNC(=O)c1cn2c3c(ccc(Cl)c3c1=O)OC(C)C2 (centres undefined)	-29%	-6%	9%	0%	0.0	-4%	0	2%
CCc1ccc(C(O)c2ncc(-c3ccccc3F)[nH]2)cc1 (centres undefined)	-14%	?	-10%	-4%	0.0	-8%	-1	-2%
Cc1cccc(NC(=O)CSCC(=O)NCc2ccco2)c1	-12%	11%	-1%	-9%	0.5	-13%	1	-8%
COc1ccc(C(=O)CSc2nnc(Cn3nnc4ccccc43)n2C)cc1	-8%	-13%	-11%	21%	-0.1	3%	.	-10%
COc1cccc(/C=N/n2c(N)c(S(=O)(=O)c3cccs3)c3nc4ccccc4nc32)c1	-1%	8%	-1%	-11%	-1.0	9%	7	-1%
COc1ccc2c(=O)cc(-c3ccccc3)n(C)c2c1	30%	-14%	-5%	-6%	-0.9	0%	6	-21%
N#Cc1c(NC(=O)CSc2ncn[nH]2)sc2c1CCCCC2	21%	3%	-2%	-3%	-1.2	15%	.	-8%
O=C(C1=C(O)C(=O)N(CC2CCCO2)C1c1ccc(Cl)cc1Cl)c1ccco1 (centres undefined)	?	-9%	-13%	-9%	0.3	-3%	-1	-11%
COc1cc(C)c(C(=O)Oc2cc(C)c(C(=O)O)c(O)c2C)c(O)c1C(=O)O	0%	4%	-16%	0%	0.1	10%	-30	-5%
CCOc1ccccc1NC(=S)NC(=O)CCc1ccccc1	-9%	39%	-17%	-10%	1.5	9%	2	-6%
COc1ccc2oc(C(=O)OCC(=O)N(CCC#N)c3ccccc3)c(C)c2c1	24%	17%	5%	-27%	-0.3	6%	-15	-8%
Cc1ccc(S(=O)(=O)N2CCCCC2)cc1NC(=O)CNc1ccccc1N1CCCC1=O	19%	-6%	1%	9%	1.6	1%	-1	-5%

Copied from the entries so far (4 entries):
SMILES	FUS suppressor	Abeta yeast res	EPAC1 antag	WRN helicase inh	IL-2 act	EPAC1 agonist	PI5P4K alpha inh	PLK1 PBD block
COc1ccc(C(=O)CSc2nnc(Cn3nnc4ccccc43)n2C)cc1	-8%	-13%	-11%	21%	-0.1	3%	.	-10%
COc1cccc(/C=N/n2c(N)c(S(=O)(=O)c3cccs3)c3nc4ccccc4nc32)c1	-1%	8%	-1%	-11%	-1.0	9%	7	-1%
COc1ccc2c(=O)cc(-c3ccccc3)n(C)c2c1	30%	-14%	-5%	-6%	-0.9	0%	6	-21%
N#Cc1c(NC(=O)CSc2ncn[nH]2)sc2c1CCCCC2	21%	3%	-2%	-3%	-1.2	15%	.	-8%

(cont.)
SMILES	FUS suppressor	Abeta yeast res	EPAC1 antag	WRN helicase inh	IL-2 act	EPAC1 agonist	PI5P4K alpha inh	PLK1 PBD block
COC(=O)c1ccc(N=NN2CCOCC2)cc1	-5%	-1%	4%	-13%	0.2	3%	7	-1%
COCCNC(=O)c1cccc2c(-c3ccnn3C)coc12	-27%	-12%	-2%	1%	0.5	-8%	-8	-2%
CC(=O)Nc1ccc(Cl)c(-c2nc3ncccc3o2)c1	22%	4%	-12%	-12%	1.5	7%	-6	-10%
CCCn1c2c(c(O)c(C(=O)Nc3nccs3)c1=O)CCCC2	-8%	9%	-3%	-2%	0.5	4%	-7	3%
CCOc1ccc(CN2CCN(Cc3c[nH]c4ccccc34)CC2)cc1	16%	-10%	-5%	-22%	-4.3	-1%	-9	2%
COCCNc1nc(C)cc(-c2cc(C(=O)Nc3ccccc3)on2)n1	-3%	-7%	-20%	5%	-0.2	-8%	-4	-4%
CCOC(=O)C1(C)CCCN1C(=O)c1ccc(N(C)C)cc1 (centres undefined)	-16%	14%	-3%	-1%	-0.3	-1%	1	0%
CN(Cc1ccccc1)C(=O)COC(=O)C1CCN(S(=O)(=O)c2ccc3c(c2)OCCO3)CC1	23%	2%	-18%	-3%	-4.5	6%	10	1%
COC(=O)c1cc2c(C)cc3ccc(C)cn3c-2c1C(=O)OC	6%	-17%	10%	-9%	0.8	12%	0	-7%
CCC1(c2ccccc2)NC(=O)N(CC(=O)Nc2ccc(S(=O)(=O)Nc3ncccn3)cc2)C1=O (centres undefined)	5%	-4%	-7%	-9%	1.0	5%	-3	-7%
Cc1ccc(OCCC(=O)OCC(=O)Nc2ccc3c(c2)OCO3)cc1	-5%	-3%	-2%	-4%	1.0	-2%	-7	4%
Cc1nc(C(C)N(C)Cc2nc(-c3ccc4c(c3)OCO4)no2)c(C)s1 (centres undefined)	20%	24%	-25%	1%	-0.9	-2%	-9	3%
COc1ccc(NC(=O)NC(=O)c2cc(OCC(F)(F)F)ccc2OCC(F)(F)F)cc1	6%	-9%	10%	-5%	-6.1	1%	8	1%
C/C(=C\C(=O)c1ccc(Cl)cc1Cl)N(C)C	12%	0%	-2%	-4%	-0.2	7%	-1	-3%
Cc1ccc(C(C(=O)NC(C)(C)C)N(C(=O)CCC(=O)Nc2ccccn2)c2ccccc2F)cc1 (centres undefined)	21%	-11%	-28%	-3%	-3.7	0%	0	-18%

High-throughput results: PubChem, National Center for Advancing Translational Sciences (NCATS)

The order is random (roughly 4.1% active in at least one column).
